inhibitors of VEEV – inhibitors of VEEV TC-83 cytopathic effect, confirmation, Vero cells (AID 588727). Vero cells, VEEV TC-83 cytopathic effect inhibition; higher % means a stronger effect. inhibition, % at 20 µM; hits with a dose series show IC50 in µM. 350,000 tested, 0.13% active; in the data active means a potency from the dose series; inconclusive means inhibition mostly from about 14% at the one dose, without a potency; inactive means the rest, 99 in 100 with inhibition below about 12%; further: strong numbers were not always called active
Active calls of the source: *; i = inactive; ? = inconclusive.

SMILES	inhibitors of VEEV
O=C(COC(=O)c1ccc2c(c1)OCCO2)NCc1ccc(Cl)cc1	5.0%
COc1ccc(CNCCCn2cnc3c(SC)ncnc32)cc1	0.1%
C#CCN(Cc1ccco1)C(=O)c1cc(COc2cccc3cccnc23)on1	4.8%
COC(=O)c1ccccc1NN=Nc1ccccc1[N+](=O)[O-]	9.4%
CCN(CC)C(=O)C1=C(C)N(CCCN2CCCC2=O)C(=O)C(CC(=O)NCCc2ccccn2)C1 (stereo not given)	0.7%
C[C@@H]1CN([C@H](C)CO)C(=O)c2cc(C3=CCCCC3)cnc2O[C@@H]1CN(C)Cc1ccccc1C(=O)O	1.5%
COCc1ccc(CN2CCC(n3nccc3NC(=O)c3ccc4c(c3)OCO4)CC2)o1	i
O=c1c2ccccc2[nH]c(=S)n1-c1cccc(C(F)(F)F)c1	1.6%
CCCCN(C(=O)COC(=O)c1sccc1C)c1c(N)n(CCC)c(=O)[nH]c1=O	i
O=C(COC(=O)c1ccc(F)cc1F)Nc1ccc2c(c1)OCO2	5.6%
Cc1nn(-c2ccccc2)c(C)c1C(=O)OCC(=O)Nc1ccccc1Cl	2.1%
O=C1[C@H]2[C@@H](c3ccc(C(F)(F)F)cc3)N[C@]3(CCCN(Cc4ccc(Br)cc4)C3=O)[C@H]2C(=O)N1Cc1ccccc1	2.0%
COCCNC(=O)c1ccc(N2CC3CC(C2)c2cccc(=O)n2C3)c(NC(=O)c2ccccc2Br)c1 (stereo not given)	0.2%
CCCCN1C(=O)C(CC(=O)NCCCCc2ccccc2)CC(C(=O)N(C)C)=C1C (stereo not given)	i
COc1cccc(CN(C)C(=O)c2ccc(S(=O)(=O)Nc3ccccc3C)cc2)c1OC	4.3%
COc1ccccc1NC(=O)N(C)C[C@H]1OCc2cn(nn2)CCCC(=O)N([C@@H](C)CO)C[C@@H]1C	0.5%
COc1ccccc1Nc1cc(C)nc2c(C)cccc12	i
O=C1NN=C2CCCCCCCCCCC12 (stereo not given)	2.8%
COc1ccc(C(=O)N(C)C(C)c2nccs2)cc1OC1CCN(C(C)=O)CC1 (stereo not given)	i
c1ccc(NN=C(c2ccccc2)c2cccs2)cc1	1.7%
Cc1cccc(NC(=O)CSCC(=O)Nc2cc(C(F)(F)F)ccc2N2CCOCC2)c1	5.5%
Cc1cccc(CSCC(=O)N2CCN(S(=O)(=O)c3ccccc3C#N)CC2)c1	4.2%
O=C(Nc1ccccc1Cl)Nc1ccnn1C1CCN(C(=O)C2CCOC2)CC1 (stereo not given)	0.9%
C#CCOCC1CN(C)C(=O)O1 (stereo not given)	0.9%
CC(C)OC(=O)N(C)C[C@H]1OCc2cnnn2CCCC(=O)N([C@H](C)CO)C[C@@H]1C	2.1%
O=C1C=C(CCc2ccccc2)CCC1	0.7%
N#CC(=Cc1ccnc2ccccc12)c1ccccc1	5.0%
CC(=O)c1c(O)c(C)c(O)c2c1OC1=Cc3c(c(C)nn3-c3ccccc3)C(=O)C12C (stereo not given)	0.1%
CC1CCC(NC(=O)c2cccc(S(=O)(=O)N3CCOCC3)c2)CC1 (stereo not given)	i
CC(=NNC(=S)N1CCCC1)c1ccccn1	11%

Continued (two carried over from the part before).
SMILES	inhibitors of VEEV
CC1CCC(NC(=O)c2cccc(S(=O)(=O)N3CCOCC3)c2)CC1 (stereo not given)	i
CC(=NNC(=S)N1CCCC1)c1ccccn1	11%
COc1ccc(C(C)C)cc1S(=O)(=O)Nc1cccnc1	i
CS(=O)(=O)c1ccc(C2=C(CNC(=O)c3ccncc3)[C@H]3CC[C@@H](C2)N3CCOc2ccccc2)cc1	i
COc1ccc(NC(=O)C[C@@H]2C(=O)N(c3ccc(OC)cc3)CC2(C)C)cc1	0.7%
ON=C(c1ccccc1)c1ccc2c3c(cccc13)CC2	5.0%
COCC(=O)N(C)C[C@H]1Oc2cc(C#Cc3cccnc3)ccc2S(=O)(=O)N([C@H](C)CO)C[C@H]1C	i
C[C@@H]1CN([C@@H](C)CO)C(=O)c2cc(Br)cnc2O[C@H]1CN(C)Cc1ccc(-c2ccccc2)cc1	4.4%
C[C@H]1CN([C@@H](C)CO)C(=O)CCCn2cc(nn2)CO[C@@H]1CN(C)C(=O)C1CCCCC1	0.6%
CCN1C(=O)[C@H]2[C@@H](c3ccccc3)N[C@]3(CCCN(Cc4ccccc4)C3=O)[C@H]2C1=O	4.8%
O=c1[nH]c2cc([N+](=O)[O-])ccc2c2cc(Br)ccc12	0.9%
CC1=C(C(=O)N2CCOCC2)CC(CC(=O)NCc2cccc3ccccc23)C(=O)N1CCC1=CCCCC1 (stereo not given)	i
Nc1nnnn1/N=C/c1ccccc1Cl	3.6%
CCOC(=O)/C=C/C(=O)Nc1ccc(S(=O)(=O)Nc2cc(OC)nc(OC)n2)cc1	0.2%
CN(Cc1ccccc1)C(=O)CN1C(=O)NC2(CCCc3sccc32)C1=O (stereo not given)	0.0%
Cc1ccc(S(=O)(=O)N2CCOCC2)cc1NC(=O)c1ccncc1	0.9%
C#CCN(C[C@@H]1[C@@H](OC(=O)NCc2ccc(OC)c(OC)c2)[C@@H](OC(=O)NCc2ccc(OC)c(OC)c2)Cn2c(=O)ccc(=O)n21)S(=O)(=O)c1ccc(C)cc1	1.1%
CN(C)S(=O)(=O)c1cccc(NC(=O)C2CCCN(C(=O)c3ccc(Cl)cc3)C2)c1 (stereo not given)	i
O=C(COc1ccc2ccc(=O)oc2c1)NCCN1CCOCC1	0.2%
O=C(COC(=O)/C=C/c1ccc(Cl)cc1)NC1CCS(=O)(=O)C1 (stereo not given)	i
NC(=O)CN1C(=O)C2C3CCC(C3)C2C1=O (stereo not given)	0.7%
C[C@H](CO)N1C[C@H](C)[C@@H](CN(C)C(=O)Nc2cccc(F)c2)Oc2ncc(Br)cc2C1=O	0.1%
O=C(CCN1CC=C(c2ccccc2)CC1)NCc1ccccc1	i
CCCNC(=O)C[C@@H]1C[C@H]2c3cc(NC(=O)c4ccc5c(c4)OCO5)ccc3O[C@H]2[C@@H](CO)O1	1.5%
CCCc1c(C(=O)N/N=C(\C)c2ccc3c(c2)OCO3)nnn1-c1nonc1N	1.7%
CC(C)OC(=O)N(C)C[C@@H]1OCc2cn(nn2)CCCC(=O)N([C@@H](C)CO)C[C@H]1C	0.5%
C[C@@H]1CN([C@H](C)CO)C(=O)CCCn2nncc2CO[C@@H]1CN(C)S(=O)(=O)c1ccc(F)cc1	0.6%
COc1cc(Cc2cc(OC)c(O)c(OC)c2)cc(OC)c1O	i
C[C@@H]1CN([C@@H](C)CO)C(=O)c2c(c3ccccc3n2C)-c2ccccc2CO[C@H]1CN(C)C(=O)[C@H](C)c1ccccc1	i
C[C@@H]1CN([C@@H](C)CO)C(=O)CCCn2nncc2CO[C@@H]1CN(C)C(=O)Nc1ccccc1F	1.7%
CCOc1ccc(OCCC(=O)OCC(=O)c2c(N)n(CC(C)C)c(=O)n(C)c2=O)cc1	2.9%
CC1Sc2ccc(C(=O)N(CCc3ccccc3)Cc3ccccc3)cc2NC1=O (stereo not given)	6.9%
COC(=O)c1c(C(=O)OC)c2c(-c3ccccc3)cc3cccc1n32	10%
Cc1cc(C)c(SSc2nnnn2-c2ccccc2)c(C)c1	1.1%
NC(=O)C1CCN(C(=O)c2ccc(Cl)c(NC(=O)c3cccs3)c2)CC1	0.1%
COc1ccc(NC(=O)C[C@H]2C(=O)N(CCc3ccccc3)C[C@@H]2Cc2ccccc2)cc1	5.9%
O=C(O)COc1ccc(NC(=O)c2ccc3c(c2)C(=O)N(CC2CCCO2)C3=O)cc1 (stereo not given)	i
C[C@@H]1CN([C@@H](C)CO)C(=O)c2cc(NC(=O)C3CCCCC3)ccc2O[C@@H](C)CCCCO[C@@H]1CN(C)C(=O)CCCN(C)C	3.5%
O=C1OCC/C1=C\NCCCCCCCCN/C=C1\CCOC1=O	0.3%
O=C1OCCC1=CN1CCCCC1	0.1%
COC(=O)C[C@H]1C[C@@H]2c3cc(NS(=O)(=O)c4ccc(OC)cc4)ccc3O[C@@H]2[C@H](CO)O1	2.6%
COc1ccccc1C(=O)NC(=S)Nc1ccc(N2CCOCC2)cc1	2.3%
COc1ccc(NC(=O)N(C)[C@H]2C[C@H]3c4[nH]c5ccccc5c4CCN3C[C@H]2[C@H](C)O)cc1	1.1%
CC1C(=O)N(Cc2cn(Cc3ccco3)nn2)CCS(=O)(=O)N1Cc1ccc(-c2ccccc2)cc1 (stereo not given)	31%
COC(=O)C1=C(C)NC(=O)NC1c1ccc(OC)c(OC)c1 (stereo not given)	0.8%
O=C1NC(=O)C2(CCCc3ccc([N+](=O)[O-])cc32)N1 (stereo not given)	0.2%
O=C(Nc1cccc(-c2cccc(Cl)c2)c1)C1CCN(Cc2nccs2)CC1	10%
O=C1C(N2CCOCC2)=Cc2cccc3cccc1c23	4.2%
O=C(CCNC(=O)C1CCN(S(=O)(=O)c2ccccc2)CC1)NCc1cccnc1	i
Nc1nc(COC(=O)c2ccco2)nc(Nc2ccccc2)n1	i
Cn1c(CCN2CCCC2)nc2cc(NS(=O)(=O)c3ccc(F)cc3)ccc21	?
Cc1cc(C)c2cc(C#N)c(N3CCNCC3)nc2c1	1.4%
C[C@@H]1CN([C@@H](C)CO)C(=O)c2cc(N(C)C)ccc2O[C@@H](C)CCCCO[C@@H]1CN(C)S(=O)(=O)c1cccs1	0.2%
CCN(CC)C(=O)C1=C(C)N(Cc2ccc(OC)cc2)C(=O)C(CC(=O)NC(c2ccccc2)c2ccccc2)C1 (stereo not given)	3.1%
O=C(c1cccs1)N1C[C@@H](n2cc(C3CC3)nn2)[C@H](O)C[C@@H]1c1ccccc1	0.1%
CN1C(=O)N(CC(=O)Nc2ccc3c(c2)OCO3)C(=O)C12CCCCC2	1.9%
CCC(=O)Nc1ccc(S(=O)(=O)NC[C@H]2O[C@@H](n3cc(C)c(=O)[nH]c3=O)C[C@@H]2O)cc1	1.1%
COc1ccc(NCC(=O)Nc2c(C)cccc2C)cc1S(=O)(=O)N1CCOCC1	i
Cc1nc(C)c(C(=O)OCC(=O)Nc2ccc(C)c(C)c2)s1	i
Cc1cccc(CN(Nc2ccccc2)c2ccccc2)n1	0.2%
Cc1ccccc1C(=O)Nc1ccc(S(=O)(=O)NCC2CCCO2)cc1 (stereo not given)	i
O=C(CSc1ccc(Cl)cc1)Nc1ccccc1	i

Continuation:
SMILES	inhibitors of VEEV
Cc1cccc(S(=O)(=O)N(C)C[C@H]2OCc3cn(nn3)CCCC(=O)N([C@H](C)CO)C[C@@H]2C)c1	0.1%
O=C(O)C1CCN(S(=O)(=O)c2ccc3[nH]ccc3c2)CC1	0.1%
CCOC(=O)c1c(C)[nH]c(C(=O)OC(C)C(=O)NC2(C#N)CCCCC2)c1C (stereo not given)	7.9%
S=c1[nH]nc(NC2CCCCC2)s1	0.7%
COC(=O)C(Cc1c[nH]c2ccccc12)NC(=O)CCNC(=O)c1ccco1 (stereo not given)	i
CC(C)N(CC#CCC(O)(c1ccccc1)c1ccccc1)CCO	1.4%
C[C@@H]1CN([C@H](C)CO)C(=O)c2cc(Br)cnc2O[C@@H]1CN(C)C(=O)CC1CC1	0.5%
CCN(Cc1ccccc1)C(=O)c1cccs1	i
COc1ccc(CCN2CC(C(=O)NCc3ccon3)CCC2=O)cc1 (stereo not given)	0.1%
C[C@@H]1CN([C@H](C)CO)C(=O)c2c(c3ccccc3n2C)-c2ccccc2CO[C@@H]1CN(C)S(=O)(=O)c1cccs1	2.1%
O=C(Nc1cccc(Cl)c1Cl)c1ccco1	0.7%
Clc1ccccc1NN(Cc1ccncc1)c1ccccc1Cl	3.1%
C[C@H]1CN([C@@H](C)CO)S(=O)(=O)c2ccc(Br)cc2O[C@H]1CN(C)C(=O)c1cccnc1	0.1%
CCOC(=O)c1cc(OCC)c2c(ccc3cc(OC)ccc32)n1	4.6%
CC(C)(C)c1ccc(C(=O)NCCC(=O)NCc2ccc(F)cc2)cc1	0.1%
Cc1ccc(S(=O)(=O)N2C[C@@H](C)[C@]3(C2)[C@H](O)[C@H](OC(=O)NCc2ccccc2F)C[C@H]2C(=O)N(c4ccccc4)C(=O)[C@H]23)cc1	7.4%
COC(=O)C[C@@H]1C[C@H]2c3cc(NC(=O)CC4CC4)ccc3O[C@H]2[C@@H](CO)O1	0.5%

15 compounds from above, ordered by heavy-atom count, falling.
SMILES	inhibitors of VEEV
Cc1ccc(S(=O)(=O)N2C[C@@H](C)[C@]3(C2)[C@H](O)[C@H](OC(=O)NCc2ccccc2F)C[C@H]2C(=O)N(c4ccccc4)C(=O)[C@H]23)cc1	7.4%
C[C@@H]1CN([C@H](C)CO)C(=O)c2c(c3ccccc3n2C)-c2ccccc2CO[C@@H]1CN(C)S(=O)(=O)c1cccs1	2.1%
Cc1cccc(S(=O)(=O)N(C)C[C@H]2OCc3cn(nn3)CCCC(=O)N([C@H](C)CO)C[C@@H]2C)c1	0.1%
C[C@H]1CN([C@@H](C)CO)S(=O)(=O)c2ccc(Br)cc2O[C@H]1CN(C)C(=O)c1cccnc1	0.1%
C[C@@H]1CN([C@H](C)CO)C(=O)c2cc(Br)cnc2O[C@@H]1CN(C)C(=O)CC1CC1	0.5%
COC(=O)C[C@@H]1C[C@H]2c3cc(NC(=O)CC4CC4)ccc3O[C@H]2[C@@H](CO)O1	0.5%
COc1ccc(CCN2CC(C(=O)NCc3ccon3)CCC2=O)cc1 (stereo not given)	0.1%
CC(C)N(CC#CCC(O)(c1ccccc1)c1ccccc1)CCO	1.4%
CCOC(=O)c1cc(OCC)c2c(ccc3cc(OC)ccc32)n1	4.6%
Clc1ccccc1NN(Cc1ccncc1)c1ccccc1Cl	3.1%
O=C(O)C1CCN(S(=O)(=O)c2ccc3[nH]ccc3c2)CC1	0.1%
O=C(CSc1ccc(Cl)cc1)Nc1ccccc1	i
CCN(Cc1ccccc1)C(=O)c1cccs1	i
O=C(Nc1cccc(Cl)c1Cl)c1ccco1	0.7%
S=c1[nH]nc(NC2CCCCC2)s1	0.7%

Some of the compounds tested; count on the stated rates, not on these rows.
